Screening data (PubChem)
KCNH2 3.1 inh = KCNH2 3.1 (human) potassium channel inhibition | U2OS KCNH2 3.1, thallium flux FluxOr; hits give low values | activity change, % (tested at about 1.8 µM) | actives 0.95% (n = 340,000) | AID 720553;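 active = maximum activity change below -70%; inconclusive = maximum activity change from -70% to -50%; inactive = maximum activity change above -50%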;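 note: thallium influx rate constant from kinetic fluorescence after stimulation buffer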
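Virally transduced U2OS (3.1 isoform, 4 h infection in dark at RT) → overnight 37 C → FluxOr + Red40 in HBSS/HEPES, 45 min → stimulation buffer, 2 min kinetic read → rate constant vs DMSO controls.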
Eya2 phos inh = blocks the phosphatase activity of human Eya2 | actives 0.006% (n = 330,000) | Potency, µM (highest dose often 76.9 µM), inactives show at the top dose activity, negative = inhibition, usual class: inhibitors | O00167 | recombinant Eya2, OMFP fluorescence dephosphorylation (OMFP is methylfluorescein phosphate); note: potency is the fitted concentration of half-maximal effect
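Eya2 protein (added as 0.2 uM solution) was preincubated with compound for 10 min at ambient temperature in 50 mM HEPES pH 7.5, 50 mM NaCl, 5 uM MgCl2, 0.05% BSA, 1 mM DTT. OMFP (added at 50 uM) then reacted 10 min; fluorescence read at 485/525 nm.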
Coupling enz = inhibits coupling enzyme system, counter-screen for aldolase hits | coupling enzyme system counterscreen, AmpLite Red fluorescence | activity change, negative = inhibition, % at 58.2 µM, hits read low | actives 0.67% (n = 290,000); in the data active = activity change below about -30%
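Counterscreen lacking aldolase: glyceraldehyde-3-phosphate coupling-enzyme reagent preincubated 10 min at RT with compound (at 57.5 uM final), then substrate/coupling system with AmpLite Red added; fluorescence read at 525/598 nm after 20 min RT.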
PKM2 activator = increases activity of human pyruvate kinase M2 | purified PKM2, Kinase-Glo ATP luminescence, activation; response scale: 0% is enzyme alone, no compound | Potency, µM (series often up to 57.5 µM), for inactives: top-dose activation, most hits filed as activators | actives 0.34% (n = 260,000) | AID 1631; note: potency is the fitted concentration of half-maximal effect; nearly all actives have a fitted effect of over 55% in size
Target sequence (P14618 whole entry, looked up): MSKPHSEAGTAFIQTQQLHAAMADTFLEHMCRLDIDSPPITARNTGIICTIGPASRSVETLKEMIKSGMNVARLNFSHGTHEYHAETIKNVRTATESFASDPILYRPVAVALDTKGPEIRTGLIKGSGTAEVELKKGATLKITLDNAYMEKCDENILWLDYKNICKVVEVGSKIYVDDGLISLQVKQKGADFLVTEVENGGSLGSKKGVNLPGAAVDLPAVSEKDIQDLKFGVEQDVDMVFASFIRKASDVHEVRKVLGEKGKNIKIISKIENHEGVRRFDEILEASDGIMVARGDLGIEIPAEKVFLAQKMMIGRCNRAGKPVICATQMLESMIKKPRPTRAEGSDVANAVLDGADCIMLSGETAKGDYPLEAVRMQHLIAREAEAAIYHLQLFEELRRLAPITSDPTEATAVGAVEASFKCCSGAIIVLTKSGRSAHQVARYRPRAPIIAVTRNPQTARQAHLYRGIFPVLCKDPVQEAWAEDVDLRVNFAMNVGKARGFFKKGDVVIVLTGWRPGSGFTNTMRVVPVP
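Purified hPK-M2 (>95% pure) converted ADP (0.1 mM final) to ATP with 0.5 mM PEP in 50 mM imidazole pH7.2, KCl, MgCl2, Tween 20, BSA; 1 h at room temperature. ATP detected by Kinase-Glo luminescence.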
uPA generation = blocks generation of uPA at the cell surface; cell surface uPA generation assay, qHTS; Potency, µM (series often up to 38.3 µM), for the others: top-dose activity change, negative = inhibition, usual class: inhibitors; actives 0.31% (n = 330,000); active = well fitted inhibition curve with a large enough effect; inconclusive = small, poorly fitted or top-dose-only effect; inactive = no such curve, though single readings can be large or run the other way; tested in mouse RAW 264.7 cells; note: potency is the fitted concentration of half-maximal effect; nearly all actives have a fitted effect of over 55% in size
Giardia killer = Giardia lamblia killing | Giardia lamblia trophozoite viability | activity change, % at 7.66 µM, hits read low | actives 0.15% (n = 340,000) | AID 540267; in the data active = activity change below about -80%; inconclusive = between about -30% and that limit;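 note: parasites exposed to compound for two days anaerobically before the ATP read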
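Trophozoite viability was measured as ATP-dependent luminescence, read 15-30 min after reagent addition. Before that, parasites at 100 cells/well were exposed to compounds for 48 h, anaerobically, at 37 deg C.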
KCNH2 WT inh = inhibitors of human wildtype KCNH2 potassium channel | Q12809 | U2OS, BacMam KCNH2, thallium flux FluxOr; hits give low values | activity change, % at 1.84 µM | actives 0.37% (n = 340,000);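 active = maximum activity change below -70%; inconclusive = maximum activity change between -70% and -50%; inactive = maximum activity change above -50%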
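U2OS cells were transduced with wild-type KCNH2 virus (2.03 x 10^8 / mL) for 4 h at room temperature, then cultured overnight at 37 C. Thallium flux was read with FluxOr dye. Rate constants were normalized to DMSO controls.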
GALK inh = blocks human galactokinase activity | Purified GALK, Kinase-Glo residual ATP luminescence | Potency, µM (series often up to 57.5 µM), without a hit: at the top dose activity change, negative = inhibition, actives largely listed as inhibitors | AID 1868 | P51570 | actives 0.007% (n = 270,000); note: potency is the fitted concentration of half-maximal effect
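Human GALK (5 nM) with 35 uM ATP and 100 uM galactose in 20 mM HEPES pH 8.0, 5 mM MgCl2, 60 mM NaCl, 1 mM DTT, 0.01% BSA. After 1 h at room temperature, leftover ATP was read by Kinase-Glo Plus luminescence.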
USP2a block = blocks human ubiquitin-specific protease USP2a; O75604; USP2 core, Ub-CHOP2 coupled fluorogenic reporter, 485/531; Potency, µM (top dose mostly 38.3 µM), for the others: at the highest dose activity change, negative = inhibition, actives largely listed as inhibitors; actives 0.01% (n = 330,000);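 note: potency is the fitted concentration of half-maximal effect; plate controls were DMSO wells for no effect and full inhibition by NEM control for full effect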
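USP2 core (10nM final) preincubated 30min RT with compound in 20mM Tris-HCl pH 8.0, 2mM CaCl2, 2mM beta-mercaptoethanol, 0.05% CHAPS; 25nM Ub-CHOP2 plus 25nM reporter substrate added, fluorescence (Ex485/Em531) read after 60min.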
B2AR arrestin = agonists driving beta-arrestin recruitment to human beta2-adrenergic receptor; AID 492947; actives 0.02% (n = 330,000); Potency, µM (doses to about 46.1 µM), for inactives: top-dose activation, usual class: activators; beta-arrestin recruitment to beta2AR, cell-based reporter;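 note: potency is the fitted concentration of half-maximal effect; 0% = DMSO controls and full agonism = EC100 isoproterenol or metaproterenol; nearly all actives have a fitted effect of over 65% in size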
Target sequence (P07550 whole entry, looked up): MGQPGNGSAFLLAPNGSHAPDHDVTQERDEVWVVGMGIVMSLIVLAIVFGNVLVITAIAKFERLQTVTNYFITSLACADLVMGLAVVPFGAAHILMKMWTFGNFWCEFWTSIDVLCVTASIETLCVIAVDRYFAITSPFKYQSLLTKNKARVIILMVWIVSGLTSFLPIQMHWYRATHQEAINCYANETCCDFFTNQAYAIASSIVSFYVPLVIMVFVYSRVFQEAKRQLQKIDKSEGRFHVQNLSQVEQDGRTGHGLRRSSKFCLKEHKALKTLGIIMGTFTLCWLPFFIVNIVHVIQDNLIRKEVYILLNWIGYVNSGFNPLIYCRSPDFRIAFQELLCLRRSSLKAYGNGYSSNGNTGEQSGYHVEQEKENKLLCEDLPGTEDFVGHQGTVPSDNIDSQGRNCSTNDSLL
BCR signal inh = blocks chronic active B-cell receptor signaling; ABC-DLBCL IkBa-CBG/CBR reporter, luminescence ratio, 4 h; actives 0.05% (n = 340,000); Potency, µM (titrated, usually from 46.1 µM), without a hit: at the top dose ratio change, negative = lower green/red ratio, usual class: inhibitors; active = well fitted inhibition curve with a large enough effect in the signal ratio, with a control signal flat, not every such curve was filed as active; inconclusive = small, poorly fitted or top-dose-only effect, or effect the other way, or a change in a side signal; the % refers to the signal ratio;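 note: potency is the fitted concentration of half-maximal effect; plate controls were basal doxycycline-induced cells for no effect and cells given 10 µM MG132 for full effect; MG132 reads +100%, hits lower the ratio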
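Doxycycline induced both beetle luciferases in TMD8 lymphoma cells; IKK-driven degradation limits the IkappaBalpha-fused green signal, while red luminescence normalises for cell number and nonspecific effects. Compounds tested up to 46 uM, 4 hrs.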
* marks the source's active call; other numbers are inactive results; i = inactive; ? = inconclusive; / = no result given. Unless noted, calls come from the whole dose curve; as a rule, active = well fitted curve in the direction sought with a large enough effect; inconclusive = small, poorly fitted or top-dose-only effect, or another doubt; inactive = no such curve, though single readings can be large; an effect the other way counts as inactive or inconclusive. Unless noted, % is set by controls: 0 for no effect and ±100 for the full control effect. Rows were taken by chance; about 2.4% have a hit in one of these screens.

SMILES	KCNH2 3.1 inh	Eya2 phos inh	Coupling enz	PKM2 activator	uPA generation	Giardia killer	KCNH2 WT inh	GALK inh	USP2a block	B2AR arrestin	BCR signal inh
Cc1cc(NC(=O)CCN2CCN(C/C=C/c3ccccc3)CC2)ccc1Br	-108*	-11%	-1	-3%	-7%	-1	-25	-5%	4%	-0.8%	-11%
CN(C(=O)c1ccc(NC(=O)Cc2ccc([N+](=O)[O-])cc2)cc1)C1CC1	-7	-6%	/	/	6%	-3	-8	/	1%	-0.1%	1%
COC(=O)c1sccc1NC(=O)Nc1cccc(F)c1	1	3%	-9	-40%	1%	11	i	14%	3%	0.2%	?
COc1cc2c(cc1OC)C(C(=O)Nc1cc(OC)c(OC)c(OC)c1)C(c1cccnc1)N(C)C2=O (configuration not stated)	6	-10%	3	-1%	0%	-19	-1	0%	3%	0.1%	0%
COc1ccc(N(CC(=O)N/N=C/c2ccc(F)cc2)S(=O)(=O)c2ccccc2)cc1	-24	?	-2	/	12%	-2	25	1%	1%	0.2%	?
Cc1nc(=O)cc(-c2ccccc2)n1-c1ccccc1	-4	4%	5	0%	-2%	-22	-1	11%	2%	-0.1%	-1%
O=C(COC(=O)CCc1ccccc1)NC1CCS(=O)(=O)C1 (configuration not stated)	2	22%	/	/	2%	7	-2	/	-1%	-0.2%	-1%
Cc1sc2ncnc(OCC(=O)N3CCN(S(=O)(=O)c4ccc(Cl)cc4)CC3)c2c1C	10	1%	5	-8%	1%	-2	7	0%	0%	-0.3%	?
CCCCCOc1ccc(CSCCNC(=S)Nc2ccccc2)cc1	5	2%	1	3%	1%	-9	-3	0%	0%	0.0%	?
Cc1cccnc1NC(=O)c1ccc(Br)o1	-2	28%	/	/	-5%	-15	6	/	-1%	0.1%	-10%
O=C(/C=C/c1ccco1)NC(=S)Nc1ccc(N2CCCC2)cc1	-1	-11%	-8	-4%	3%	-3	12	0%	-1%	-0.7%	?
COc1ccc(C(=O)OCC(=O)N2CCCC2=O)c(OC)c1	3	-2%	-2	-1%	/	-8	-26	2%	0%	-0.3%	-1%
CC1CCCCN1S(=O)(=O)c1ccc(S(=O)(=O)N2CCN(c3ccc(F)cc3)CC2)cc1 (configuration not stated)	-4	-10%	0	-10%	2%	-5	4	0%	-9%	-0.9%	-1%
COCCCN(C(=O)CC1OC(=O)c2ccccc21)c1c(N)n(Cc2ccccc2)c(=O)[nH]c1=O (configuration not stated)	-12	-10%	0	5%	4%	2	-3	2%	0%	-2.3%	-2%
CCN(CC)P1(=O)OC(c2cc(OC)c(OC)c(OC)c2)=Nc2c1c(C)nn2-c1ccccc1 (configuration not stated)	0	5%	12	-1%	-1%	2	-7	6%	-1%	0.1%	-1%
O=C(Oc1cccc(/C=N/NC(=O)c2ccccn2)c1)c1ccc([N+](=O)[O-])cc1	/	-13%	/	5%	-3%	8	21	-3%	0%	-0.8%	?
O=C(COC(=O)CCC(=O)c1cccs1)NCc1cccs1	10	17%	1	-2%	2%	-1	-1	-1%	12%	0.4%	-16%
COc1ccccc1-c1c(C)nn2c(N)c(-c3ccc(Cl)cc3)cnc12	15	2%	1	-5%	0%	-12	-3	5%	1%	-0.1%	-1%
C=CCn1c(SCC(=O)N2CCc3ccccc3C2)nc2sc(CC)cc2c1=O	-15	-3%	1	3%	5%	12	11	-1%	2%	-0.2%	?
CC(Sc1nnnn1C)C(=O)Nc1ccc(Oc2ccccc2)cc1 (configuration not stated)	-3	-29%	1	-17%	1%	13	-9	2%	1%	-0.2%	0%

Three of the entries above in order of the PKM2 activator value, high to low:
| molecule | PKM2 activator |
| --- | --- |
| Cc1nc(=O)cc(-c2ccccc2)n1-c1ccccc1 | 0% |
| COc1ccc(C(=O)OCC(=O)N2CCCC2=O)c(OC)c1 | -1% |
| CC(Sc1nnnn1C)C(=O)Nc1ccc(Oc2ccccc2)cc1 (configuration not stated) | -17% |

(more compounds)
SMILES	KCNH2 3.1 inh	Eya2 phos inh	Coupling enz	PKM2 activator	uPA generation	Giardia killer	KCNH2 WT inh	GALK inh	USP2a block	B2AR arrestin	BCR signal inh
CC1CC2(C)CC(C)C1(COC(=O)Nc1ccccc1)CO2 (configuration not stated)	-2	-6%	-2	0%	0%	-24	-3	1%	3%	0.1%	-1%
CNc1nc2cccnc2s1	7	-5%	3	8%	-7%	24	-10	1%	2%	-0.7%	2%
Cc1ccc(C(=O)N2CCN(c3ccc(NC(=O)c4ccc5c(c4)OCCO5)cc3)CC2)cc1	-93*	-3%	/	-3%	-15%	-12	-20	-2%	-1%	-0.2%	4%
O=c1c2sccc2[nH]c(=S)n1-c1ccccc1	10	-9%	-1	1%	0%	12	10	-4%	0%	0.4%	4%
CCP(=O)(CC)C(C)(C)CP(=O)(c1ccccc1)c1ccccc1	12	-3%	-3	7%	/	1	8	-4%	3%	-1.2%	-2%
Cc1ccccc1C(=O)c1c[nH]c(C(N)=O)c1	-5	-15%	-2	1%	-3%	9	-4	-1%	3%	-0.4%	-16%
COc1cc(NC(C)=O)c2ncccc2c1[N+](=O)[O-]	-16	6%	-66*	-23%	-4%	1	-4	3%	-1%	-0.4%	1%
CC(CCOS(N)(=O)=O)c1ccccc1 (configuration not stated)	10	2%	0	-1%	-2%	-10	-1	/	3%	-0.8%	0%
COC(=O)CSc1ccc(S(=O)(=O)N2CCOCC2)cc1[N+](=O)[O-]	-5	2%	0	-5%	-3%	3	17	0%	2%	-0.4%	4%
Cc1ccc(C(=O)CN(CCCC(N)=O)S(=O)(=O)c2ccc([N+](=O)[O-])cc2)cc1	-3	-10%	/	/	-17%	6	21	/	2%	0.2%	4%
O=C(COC(=O)C1COc2ccccc2O1)NC(=O)NC1CCCCC1 (configuration not stated)	-21	2%	0	4%	4%	-6	-4	-2%	2%	0.1%	3%
CC1CCCCC1NC(=O)CN1C(=O)CSc2cc(S(=O)(=O)N3CCCCCC3)ccc21 (configuration not stated)	-35	-12%	5	0%	0%	16	7	/	8%	-2.0%	1%
CC(Sc1nnc(-c2ccccc2)c(-c2ccccc2)n1)C(=O)NCC1CCCO1 (configuration not stated)	15	4%	/	/	3%	-11	3	/	-2%	-0.3%	1%
COCCNC(=O)C1CC2Cn3c(nc4ccccc43)C2N1C (configuration not stated)	/	5%	2	-18%	7%	15	/	-1%	1%	-0.7%	-12%
CCn1c2c(c3cc(OCC(C)C)ccc31)CCCC2=O	5	-7%	0	-15%	14%	3	-14	0%	-2%	0.0%	?

Structural class, those above with four or more nitrogen atoms.
SMILES	KCNH2 3.1 inh	Eya2 phos inh	Coupling enz	PKM2 activator	uPA generation	Giardia killer	KCNH2 WT inh	GALK inh	USP2a block	B2AR arrestin	BCR signal inh
Cc1sc2ncnc(OCC(=O)N3CCN(S(=O)(=O)c4ccc(Cl)cc4)CC3)c2c1C	10	1%	5	-8%	1%	-2	7	0%	0%	-0.3%	?
COCCCN(C(=O)CC1OC(=O)c2ccccc21)c1c(N)n(Cc2ccccc2)c(=O)[nH]c1=O (configuration not stated)	-12	-10%	0	5%	4%	2	-3	2%	0%	-2.3%	-2%
CCN(CC)P1(=O)OC(c2cc(OC)c(OC)c(OC)c2)=Nc2c1c(C)nn2-c1ccccc1 (configuration not stated)	0	5%	12	-1%	-1%	2	-7	6%	-1%	0.1%	-1%
O=C(Oc1cccc(/C=N/NC(=O)c2ccccn2)c1)c1ccc([N+](=O)[O-])cc1	/	-13%	/	5%	-3%	8	21	-3%	0%	-0.8%	?
COc1ccccc1-c1c(C)nn2c(N)c(-c3ccc(Cl)cc3)cnc12	15	2%	1	-5%	0%	-12	-3	5%	1%	-0.1%	-1%
CC(Sc1nnnn1C)C(=O)Nc1ccc(Oc2ccccc2)cc1 (configuration not stated)	-3	-29%	1	-17%	1%	13	-9	2%	1%	-0.2%	0%
CC(Sc1nnc(-c2ccccc2)c(-c2ccccc2)n1)C(=O)NCC1CCCO1 (configuration not stated)	15	4%	/	/	3%	-11	3	/	-2%	-0.3%	1%
COCCNC(=O)C1CC2Cn3c(nc4ccccc43)C2N1C (configuration not stated)	/	5%	2	-18%	7%	15	/	-1%	1%	-0.7%	-12%
